# Screens: PubChem, National Center for Advancing Translational Sciences (NCATS)
# D1 potentiator – human D1 dopamine receptor positive modulation; AID 504651; actives 0.036% (n = 360,000); potentiation, % at 10 µM; HEK293 TREx D1 cells, calcium flux, dopamine EC20 potentiation; P21728; in the data active = potentiation above about 30%; note: 0% is about no effect
# LDHA block – blocks human lactate dehydrogenase A; AID 1347041; activity change, % (values are at about 110 or 230 µM); actives 0.15% (n = 480,000); purified LDHA, NADH/diaphorase-resazurin fluorescence; hits give low values; in the data active = activity change below about -30%; inconclusive = mostly about -25% to -30%;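 note: plate controls were DMSO wells for no effect and wells without enzyme for full effect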
#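 Remaining NADH was detected by diaphorase (0.133 mg/mL) converting 37 µM resazurin to fluorescent resorufin, read at 0 and 20 minutes. The preceding 5-minute room-temperature reaction used 2 nM LDHA, 0.2 mM sodium pyruvate and 0.06 mM NADH at pH 7.4.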
# RXFP1 ag – agonists of human relaxin receptor RXFP1; HEK293T-RXFP1 cAMP TR-FRET, 30 min; response scale: percent of porcine relaxin response, buffer zero; Potency, µM (titrated, usually from 57.5 µM), without a hit: at the highest dose activation, actives largely listed as activators; actives 0.3% (n = 370,000); note: potency is the fitted concentration of half-maximal effect; % is set by controls: 0 for no effect and ±100 for the full control effect; nearly all actives have a fitted effect of over 60% in size; many of its hits are not listed in these tables
# Target sequence (Q9HBX9 whole entry, looked up): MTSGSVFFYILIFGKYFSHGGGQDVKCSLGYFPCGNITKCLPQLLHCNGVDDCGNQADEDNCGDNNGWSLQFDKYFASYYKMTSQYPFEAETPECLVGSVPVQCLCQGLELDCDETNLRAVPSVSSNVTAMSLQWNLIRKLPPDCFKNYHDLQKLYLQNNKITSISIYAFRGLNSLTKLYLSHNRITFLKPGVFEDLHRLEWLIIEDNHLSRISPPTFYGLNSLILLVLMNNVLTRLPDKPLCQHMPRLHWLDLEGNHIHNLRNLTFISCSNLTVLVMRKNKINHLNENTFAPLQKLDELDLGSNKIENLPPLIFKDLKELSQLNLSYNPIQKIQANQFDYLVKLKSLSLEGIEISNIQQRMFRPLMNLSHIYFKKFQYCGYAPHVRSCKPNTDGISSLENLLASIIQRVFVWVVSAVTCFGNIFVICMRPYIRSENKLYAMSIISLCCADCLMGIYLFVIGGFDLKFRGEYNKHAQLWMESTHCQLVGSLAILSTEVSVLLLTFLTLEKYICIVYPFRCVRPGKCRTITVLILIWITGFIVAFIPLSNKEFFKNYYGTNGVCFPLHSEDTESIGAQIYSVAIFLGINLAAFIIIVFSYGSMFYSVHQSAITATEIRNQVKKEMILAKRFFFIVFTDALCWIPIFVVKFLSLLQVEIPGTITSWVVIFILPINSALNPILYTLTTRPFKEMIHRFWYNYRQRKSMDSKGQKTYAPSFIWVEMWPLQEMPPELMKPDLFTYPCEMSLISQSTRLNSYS
#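 HEK293 cells stably expressing RXFP1, treated 30 min at 37C with compounds plus PDE4 inhibitor Ro 20174; cAMP measured by HTRF TR-FRET. Normalized to buffer and 29 nM porcine relaxin; EC50 by Hill fit.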
# GRP78 ERSR act – inducers of ER stress response in human glioma cells; U87-MG GRP78 promoter luciferase reporter, 16 h; Potency, µM, inactives show at the highest dose activation, most hits filed as activators; actives 0.02% (n = 420,000); AID 602332; note: potency is the fitted concentration of half-maximal effect; series mostly up to about 76 µM; % of control where 0% means no effect; nearly all actives have a fitted effect of over 35% in size
#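 Stably transfected U87-MG glioma cells carrying a GRP78-based luciferase sensor; 16 h compound incubation. Luminescence end-point read 10 min after Bright-Glo addition at room temperature.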
# D1 antagonist – blocks dopamine activation of the human D1 receptor. P21728. HEK293 TREx D1 cells, calcium flux, dopamine EC80; hits give low values. activity change, negative = inhibition, % at 10 µM. actives 3.2% (n = 360,000). AID 504652; in the data active = activity change below about -30%; note: % is set by controls: 0 for no effect and ±100 for the full control effect
#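 Inducible Hek293 Trex D1 cells (tetracycline, overnight, 30 C). Calcium dye 30–90 min RT. Antagonist mode: EC80 dopamine added after 180 s compound read.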
# Vif-A3F inh – blocks the Vif interaction with APOBEC3F. HeLa A3F-eYFP + Vif (tagged APOBEC3F with the HIV-1 protein that degrades it), YFP fluorescence increase. Potency, µM (titrated, usually from 46.1 µM), for inactives: at the highest dose activity, negative = active. actives 0.2% (n = 390,000); note: potency is the fitted concentration of half-maximal effect; % of control where 0% means no effect; nearly all actives have a fitted effect of over 65% in size
#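 Fluorescence increase (Ex 488/Em 500-530) after overnight compound treatment at 37 deg C flags inhibition of Vif-driven A3F-eYFP loss in stable HeLa A3F-eYFP/Vif cells seeded overnight beforehand.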
# Vif-A3G inh – blocks the Vif interaction with human APOBEC3G; HeLa A3G-eYFP + Vif (tagged APOBEC3G with the HIV-1 protein that degrades it), YFP fluorescence, overnight; Potency, µM (highest dose often 46.1 µM), for inactives: at the top dose activity, negative = active, hits mostly inhibitors; actives 0.076% (n = 410,000);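 note: potency is the fitted concentration of half-maximal effect; % is set by controls: 0 for no effect and ±100 for the full control effect; nearly all actives have a fitted effect of over 60% in size; hits raise eYFP signal because A3G escapes Vif-driven loss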
#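 Read-out is eYFP fluorescence (Ex 488/Em 500-530) from Vif-expressing HeLa A3G-eYFP cells; more signal means A3G escaped Vif-mediated degradation. Cells plated overnight, compound pinned in, incubated overnight at 37 deg C.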
# D1 agonist – agonists of human D1 dopamine receptor; P21728; HEK293 T-REx D1 cells, calcium flux, agonist mode; activation, % at 2 µM; actives 1% (n = 360,000); AID 504660; in the data active = activation above about 30%; note: 0% is about no effect
#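 Inducible HEK293 T-REx D1 cells, force-coupled to calcium signalling, were plated at 4000 cells/well with tetracycline and held overnight at 30 C. After no-wash calcium dye loading, compound-evoked calcium rise over 180 s flagged agonists.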
# D2 PAM – positive allosteric modulators of human D2 dopamine receptor. P14416. HEK293 T-REx D2, calcium flux, EC20 dopamine potentiation. potentiation, % at 10 µM. actives 0.34% (n = 340,000);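 active = potentiation over 3 SD above the plate norm, cut at about 30% in these data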; note: 0% is about no effect
#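 Potentiation of an EC20 dopamine calcium response measured kinetically over 180 s, after a preceding 180 s compound-only read flagging agonists. Cells: inducible Hek293 Trex D2 line, 4000/well, cultured overnight at 30 C before dye loading.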
# * = called active by the depositor; ? = inconclusive; . = not tested or not shown; & = joins results of further samples. Unless noted, calls come from the whole dose curve; as a rule, active = well fitted curve in the direction sought with a large enough effect; inconclusive = small, poorly fitted or top-dose-only effect, or another doubt; inactive = no such curve, though single readings can be large; an effect the other way counts as inactive or inconclusive.
SMILES,D1 potentiator,LDHA block,RXFP1 ag,GRP78 ERSR act,D1 antagonist,Vif-A3F inh,Vif-A3G inh,D1 agonist,D2 PAM
CCOC(=O)Cn1c(=O)c2c(nc3n2CCCCN3c2ccc(C)cc2)n(C)c1=O,1,-5,0.0%,1%,17,1%,3%,0,2
Cn1cccc1Cc1nnc(SCC(=O)Nc2ccc3c(c2)OCO3)n1-c1ccc(F)cc1,3,2,-0.9%,-4%,-4,1%,2%,2,-8
CCN(C[C@H]1N[C@@](CC)(C(=O)OC)[C@H]2C(=O)N(Cc3ccccc3)C(=O)[C@@H]12)C(=O)c1ccc(F)cc1,.,0,.,-4%,.,-7%,-5%,.,.
COc1cc(Cl)c(NC(=O)c2cc(CN3CCCC3)on2)c(OC)c1,-2,1,2.3%,-3%,-24,-6%,0%,-2,9
NC(=O)Nc1ccc(C(=O)OCC(=O)Nc2cccc(S(=O)(=O)NC3=NCCCCC3)c2)cc1,1,-2,0.2%,-3%,12,3%,0%,3,-10
O=C(O)c1ccc(CSc2nc3ccc(NC(=O)c4ccccc4C(=O)O)cc3s2)cc1,2,-1,0.4%,-4%,6,-11%,0%,3,-4
COc1ccc(/C=C(\C#N)c2nc(-c3ccc(Cl)c(Cl)c3)cs2)cc1OC,2,-16,-3.9%,1%,-3,?,1%,0,10
O=C1CN=C(Nc2ccc(Cl)cc2)N1c1ccccc1,-2,-5,1.2%,-7%,5,.,-4%,3,-9
NC(=O)CSc1nc(-c2ccccc2)nc2ccccc12,-3,-1,22%,-3%,6,10%,-10%,0,-1
COc1ccc(OC(=O)c2cnn(-c3ccccc3)c2C)cc1,-1,-2,-0.5%,-3%,2,7%,0%,0,.
COc1cc(C(=O)c2cocc2C(=O)c2ccc3c(c2)OCO3)cc(OC)c1OC,-6,-9,0.2%,-2%,-25,-21%,?,4,-4
COc1cccc(OC)c1C(=O)Nc1ccc(NC(=O)c2ccco2)cc1,-4,-7,0.2%,-3%,15,0%,1%,1,7
CC1=NN(C(=O)c2ccccc2Cl)C(O)(c2ccccc2)C1 (configuration not stated),2,-9,3.0%,-6%,-14,15%,-1%,3,3
N#Cc1c(NC(=O)COC(=O)c2nccnc2N)sc2c1CCCC2,-8,1,1.8%,-4%,6,6%,-1%,6,18
CNC(C)C(=O)NC(C(=O)N1CCCC1C(=O)NNc1ccccc1)C(C)C (configuration not stated),4,1,0.9%,-4%,-10,5%,-2%,0,-5
Cc1ccc(-n2nc(-c3cccnc3)cc2C(=O)N2CCOCC2)c(C)c1,22,0,-2.8%,3%,-7,-9%,0%,1,13
CN(c1ccc(O)cc1)c1nc(O)c(C2=c3ccccc3=NC2=O)s1,.,-5,.,5%,.,10%,-2%,.,.
CCC1=NN2C(=N)/C(=C\c3ccc(OCCOc4ccccc4OC)cc3)C(=O)N=C2S1,-15,-8,0.9%,1%,0,2%,-3%,1,1
C#CCOc1ccc(/C=N/O)cc1Cl,1,-12,-1.0%,-2%,5,-2%,-6%,8,-1
CCN(C(=O)c1ccc2c(=O)n3c(nc2c1)CCCCC3)c1ccccc1C,-5,-8,-0.3%,-6%,-9,-6%,-1%,1,-2
CN1CCC(N(C)S(=O)(=O)c2ccc(NC(=O)COc3ccc(F)cc3Cl)cc2)CC1,-11,-7,4.7%,1%,-28,-11%,2%,23,-8
CN(Cc1ccccc1)C(=O)C(=O)c1cn(CC(=O)N2CCCC2)c2ccccc12,1,3,1.6%,-1%,-19,0%,-8%,-1,0
Cc1nonc1OCCn1nnnc1N,-4,-4,2.5%,-5%,-9,3%,-1%,1,1
Cc1ccnc(NC(=O)C2CCN(S(=O)(=O)c3c(C)c(C)cc(C)c3C)CC2)c1,-3,1,-0.9%,-7%,-13,0%,-3%,9,1
COc1ccc(C(C)=O)cc1COC(=O)CCCN1C(=O)c2ccccc2C1=O,1,-4,4.6%,-3%,31,13%,1%,15,-3

# Sorted by the number under D2 PAM (highest first): six from the list above.
structure	D2 PAM
CC1=NN(C(=O)c2ccccc2Cl)C(O)(c2ccccc2)C1 (configuration not stated)	3
CN(Cc1ccccc1)C(=O)C(=O)c1cn(CC(=O)N2CCCC2)c2ccccc12	0
NC(=O)CSc1nc(-c2ccccc2)nc2ccccc12	-1
COc1ccc(C(C)=O)cc1COC(=O)CCCN1C(=O)c2ccccc2C1=O	-3
O=C1CN=C(Nc2ccc(Cl)cc2)N1c1ccccc1	-9
NC(=O)Nc1ccc(C(=O)OCC(=O)Nc2cccc(S(=O)(=O)NC3=NCCCCC3)c2)cc1	-10

# Carrying on:
SMILES,D1 potentiator,LDHA block,RXFP1 ag,GRP78 ERSR act,D1 antagonist,Vif-A3F inh,Vif-A3G inh,D1 agonist,D2 PAM
CCCc1nc2ccccc2c2nc(N)nn12,4,2,0.0%,-3%,-12,-9%,0%,2,6
Cc1nc2ccc(S(=O)(=O)NCC(=O)N3CCOCC3)cc2s1,-8,-3,1.7%,3%,4,0%,0%,3,-5
CCOC(=O)c1ccc2c(c1)n(CC)c(/C=C/N(C)c1ccccc1)[n+]2CC,-5,-2,1.5%,-2%,13,1%,1%,7,-7
N#Cc1nc(Cc2cccc3ccccc23)oc1NCc1ccc2c(c1)OCO2,6,-1,3.7%,-1%,5,-9%,-5%,3,4
O=C(COc1ccc2c3c(c(=O)oc2c1)CCC3)N1CCCC1,.,-11,5.5%,4%,0,-13%,-2%,6,-3
O=S(=O)(Cc1ccccc1)NCC1CCCO1 (configuration not stated),0,2,-1.2%,3%,22,-5%,-10%,2,16
CC(=O)c1cccc(NC(=O)Cc2ccc3c(c2)CCCC3)c1,-3,-3,-2.4%,-1%,5,-1%,0%,6,-6
N#Cc1ccc2c(c1)NC(=O)C1CCCN21 (configuration not stated),-4,-6,3.1%,1%,3,-14%,-10%,5,-17
COc1ccc(Cl)cc1NC(=O)C(C)Sc1n[nH]c(N)n1 (configuration not stated),-4,-1,-0.3%,-4%,-21,-3%,-1%,3,6
CN(C1CCCCC1)S(=O)(=O)c1ccc2[nH]c(=O)oc2c1,5,-5,-3.4%,-1%,1,-11%,0%,3,-3
COCCN(C(=O)CCC(=O)Nc1cc(C)on1)C(C(=O)NC1CCCC1)c1ccccc1F (configuration not stated),.,-2,1.0%,-5%,3,9%,-2%,4,8
CC1CCc2nc(NC(=O)CN3CCN(c4ccccc4)CC3)sc2C1 (configuration not stated),-8,0,1.3%,-5%,9,-13%,2%,-2,9
COC(=O)c1ccc(C23CC4(C2)[C@H](CN(Cc2cccnc2)[C@@H]4c2ccccc2)C3c2ccccc2)cc1 (some centres not stated),-4,-3,-1.9%,-5%,-4,-6%,-10%,3,6
CCN(CC)S(=O)(=O)c1ccc(NS(=O)(=O)c2ccc(F)cc2)cc1,2,-3,-1.1%,-4%,-2,0%,1%,6,8
O=C(CCCCCn1c(=S)[nH]c2cc3c(cc2c1=O)OCO3)N1CCN(c2ccccc2)CC1,0,0,?,-4%,-10,-18%,1%,0,0
CC1CCCC(NC(=O)COC(=O)CCc2ccccc2)C1C (configuration not stated),-1,-6,-2.6%,-7%,-3,0%,1%,5,-2
O=C(O)c1cccc2c1C(=O)N(CC1CCCO1)C2 (configuration not stated),2,-7,-1.1%,3%,-2,4%,1%,1,14
O=C(C1CC1)N(CCN(Cc1ccccc1)C(=O)C1CC1)Cc1ccccc1,-4,-2,1.5%,0%,3,-2%,-3%,1,6
CCOc1ccc2[nH]c(=O)c(CN(CCO)C(c3nnnn3C3CCCCC3)C(C)C)cc2c1 (configuration not stated),-2,7,2.6%,-2%,3,1%,-1%,2,-5
COc1cc(C2=Nc3ccc(Br)cc3C(c3ccccc3)N2CC(=O)NN)cc(OC)c1OC (configuration not stated),-3,-6,0.5%,-2%,-18,9%,1%,2,-15
O=C1OCC2=C1C(c1ccc(F)cc1)CC(=O)N2c1ccccc1 (configuration not stated),-2,.,0.0%,.,-17,.,.,9,11
Cc1cc(C)c(C(=O)COC(=O)Cn2cnnn2)cc1C,0,-10,-1.3%,-1%,7,-1%,0%,-1,-1
O=C(c1ccc(NS(=O)(=O)c2ccccc2)cc1)N1CCCC1,-1,-5,3.1%,6%,-20,-4%,0%,2,2
CN(C)c1ccc(CNC(=O)C2CCN(S(=O)(=O)c3ccc4c(ccn4C)c3)CC2)cc1,3,4,1.9%,-2%,-10,1%,1%,0,11
COc1ccc(N2CCN(CCNC(=O)CCS(=O)(=O)c3cccc4nsnc34)CC2)cc1,-2,.,-0.1%,.,7,.,.,4,-8

# Quoted from the listing.
# GRP78 ERSR act, `COc1cccc(OC)c1C(=O)Nc1ccc(NC(=O)c2ccco2)cc1` stands at -3%
# GRP78 ERSR act, `COc1cc(C2=Nc3ccc(Br)cc3C(c3ccccc3)N2CC(=O)NN)cc(OC)c1OC` (configuration not stated) stands at -2%

# Next section:
SMILES,D1 potentiator,LDHA block,RXFP1 ag,GRP78 ERSR act,D1 antagonist,Vif-A3F inh,Vif-A3G inh,D1 agonist,D2 PAM
CC(=O)Nc1ccc(Sc2ccccc2C(=O)O)cc1,-8,-5,0.8%,-5%,.,13%,-1%,-1,-5
COc1cccc(N2CCN(c3c4c(nc5ncnn35)CCC4)CC2)c1,-7,-1,3.8%,-4%,-30*,-11%,5%,5,3
O=C1CCSc2ccc(S(=O)(=O)Nc3cccc(C(F)(F)F)c3)cc2N1,-1,2,-2.0%,0%,-14,4%,-4%,3,-2
O=C(NCc1ccc(Cl)cc1)C1CCC(CNS(=O)(=O)c2ccccc2)CC1 (configuration not stated),-3&-6,0&1,5.2%&-0.1%,-8%&-3%,19&-8,0%&0%,0%&3%,4&4,2&14
O=C1C(=O)N(CCO)C(c2ccccc2)/C1=C(\O)c1ccccc1 (configuration not stated),.,2,1.7%,-3%,11,-6%,3%,4,-1
Cc1cccc(NC(=S)c2nc3ccccc3s2)c1,3,3,0.9%,1%,8,?,0%,23,6
COc1ccc(OC)c(C2C(C#N)=C(N)Oc3cc(C)[nH]c(=O)c32)c1 (configuration not stated),-2,-2,-0.8%,0%,-5,4%,1%,2,8

# A portion of the library, so the mix of outcomes need not match the whole.
